# Bioassay records deposited in PubChem BioAssay by National Center for Advancing Translational Sciences (NCATS).
# G9a inh: blocks human histone lysine methyltransferase G9a. 350,000 tested, 8.8% active. Potency, µM (highest dose often 102 µM), for the others: at the top dose activity, negative = inhibition, actives largely listed as inhibitors. G9a H3K9 monomethylation, AlphaScreen, 2 h; also: potency is read from the fitted curve at half-maximal effect; % is scaled to controls: 0 for no effect and ±100 for the full control effect; nearly all actives have a fitted effect of over 75% in size
#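 Compounds were preincubated with 20 nM G9a for 15 min, after which biotinylated H3K9 peptide (500 nM) and SAM (20 uM) started a 2 h room-temperature reaction. Monomethylated product was quantified by antibody-based AlphaScreen chemiluminescence.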
# Tb PGK inh: blocks T. brucei phosphoglycerate kinase; PGK/GAPDH coupled, Kinase-Glo luminescence, 60 min; Potency, µM (series often up to 57.5 µM), without a hit: at the highest dose activity change, negative = inhibition, most hits filed as inhibitors; P07378; 380,000 tested, 0.043% active; also: potency is read from the fitted curve at half-maximal effect; % is scaled to controls: 0 for no effect and ±100 for the full control effect; nearly all actives have a fitted effect of over 60% in size
#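 Recombinant glycosomal PGK reaction used 1,3-bisphosphoglycerate generated in-well by GAPDH (100nM final) in 100mM TEA pH 7.6, 5mM MgCl2, 0.01% Tween-20. After 60 minutes at room temperature, ATP was read by Kinase-Glo Plus luminescence end-point.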
# PI4K2A block: inhibitors of human PI4K2A; Q9BTU6; purified PI4K2A, ADP-Glo luminescence, 1 h; active compounds read low; activity change, negative = inhibition, % at 76.9 µM; 420,000 tested, 0.13% active; AID 1346378; in the data active = activity change below about -50%; inconclusive = mostly about -30% to -49%;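 also: -100% = wells without enzyme as full effect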
#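 In this quantitative HTS, ADP production by PI4K2A was quantified luminescently after 1 h at ambient temperature; 100 microM adenosine served as plate-quality control.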
# HP1b chromo inh: blocks HP1-beta chromodomain binding to methylated histone tails; AID 540317; AlphaScreen HP1-beta / biotin-H3K9me3 peptide binding; 390,000 tested, 0.56% active; Potency, µM (doses to about 114 µM), inactives show top-dose activity change, negative = inhibition, usual class: inhibitors; also: potency is read from the fitted curve at half-maximal effect; nearly all actives have a fitted effect of over 70% in size; inactives centre near 23
# Target sequence (P83916 whole entry, looked up): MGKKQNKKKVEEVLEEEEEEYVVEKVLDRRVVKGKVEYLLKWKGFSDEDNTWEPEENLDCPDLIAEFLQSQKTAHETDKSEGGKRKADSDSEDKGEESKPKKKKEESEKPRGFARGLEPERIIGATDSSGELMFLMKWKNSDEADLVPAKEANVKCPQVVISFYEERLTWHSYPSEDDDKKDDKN
#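 HP1-beta protein (50 nM final) preincubated 30 min at room temperature with biotinylated H3(1-18)K9me3 peptide (50 nM) in PBS pH 7.4, 0.01% Tween-20, then compound added for 30 min. AlphaScreen streptavidin donor/nickel chelate acceptor beads (10 ug/mL final), 30 min dark, luminescence read.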
# Pin1 inh: human Pin1 inhibition. Potency, µM (series often up to 115 µM), inactives show top-dose activity, negative = inhibition, most hits filed as inhibitors. Pin1 FP peptide displacement, HiFluor488, 10 min. Q13526. AID 504891. 390,000 tested, 0.009% active; active = well fitted inhibition curve with a large enough effect in the polarisation, with a control signal flat, not every such curve was filed as active; inconclusive = small, poorly fitted or top-dose-only effect, or effect the other way, or a change in a side signal; inactive = no such curve, though single readings can be large or run the other way; the % refers to the polarisation; also: potency is read from the fitted curve at half-maximal effect; % is scaled to controls: 0 for no effect and ±100 for the full control effect
# Target sequence (Q13526 whole entry, looked up): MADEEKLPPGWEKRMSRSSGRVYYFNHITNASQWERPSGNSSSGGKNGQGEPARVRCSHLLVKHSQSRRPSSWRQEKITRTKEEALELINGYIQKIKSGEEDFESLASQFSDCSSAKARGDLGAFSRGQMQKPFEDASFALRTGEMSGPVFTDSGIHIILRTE
# BAZ2B inh: inhibitors of human BAZ2B bromodomain. AlphaScreen BAZ2B-H3K14Ac peptide displacement. 360,000 tested, 4.4% active. Potency, µM (highest dose often 114 µM), inactives show at the highest dose activity change, negative = inhibition, most hits filed as inhibitors. AID 504333; also: potency is read from the fitted curve at half-maximal effect; % is scaled to controls: 0 for no effect and ±100 for the full control effect; nearly all actives have a fitted effect of over 60% in size
#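 AlphaScreen displacement: compounds (up to 110uM) incubated 30 min at room temperature with a preformed 50 nM BAZ2B/50 nM biotinylated H3K14Ac peptide complex in PBS pH 7.4 with Tween-20. Donor and acceptor beads at 10 ug/mL final added, 20 min light-protected before reading.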
# Pol eta inh: inhibitors of human DNA polymerase eta; 390,000 tested, 1.2% active; Potency, µM (top dose mostly 114 µM), for inactives: at the top dose activity change, negative = inhibition, hits mostly inhibitors; recombinant Pol eta, fluorescent DNA replication assay; AID 588591; also: potency is read from the fitted curve at half-maximal effect; % is scaled to controls: 0 for no effect and ±100 for the full control effect
# Target sequence (Q9Y253 whole entry, looked up): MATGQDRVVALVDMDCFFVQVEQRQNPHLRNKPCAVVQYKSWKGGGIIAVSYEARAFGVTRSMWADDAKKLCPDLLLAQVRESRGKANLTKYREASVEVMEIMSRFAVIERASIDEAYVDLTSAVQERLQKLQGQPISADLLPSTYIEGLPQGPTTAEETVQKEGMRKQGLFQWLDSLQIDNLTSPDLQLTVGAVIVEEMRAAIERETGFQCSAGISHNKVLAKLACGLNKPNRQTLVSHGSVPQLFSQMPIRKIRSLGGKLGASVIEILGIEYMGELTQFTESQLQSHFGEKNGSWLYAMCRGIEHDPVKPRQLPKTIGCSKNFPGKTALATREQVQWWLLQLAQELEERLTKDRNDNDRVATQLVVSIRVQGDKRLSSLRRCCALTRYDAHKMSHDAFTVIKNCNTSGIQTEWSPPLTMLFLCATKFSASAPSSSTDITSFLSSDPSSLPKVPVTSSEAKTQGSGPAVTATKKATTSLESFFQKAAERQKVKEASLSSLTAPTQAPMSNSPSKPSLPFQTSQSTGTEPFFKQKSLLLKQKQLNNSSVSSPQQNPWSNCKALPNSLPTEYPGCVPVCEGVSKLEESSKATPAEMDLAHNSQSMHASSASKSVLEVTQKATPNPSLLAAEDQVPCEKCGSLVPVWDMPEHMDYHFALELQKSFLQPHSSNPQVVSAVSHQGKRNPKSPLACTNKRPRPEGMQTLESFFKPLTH
#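 Pol eta (10 nM) was preincubated with compounds for 15 min at room temperature, after which fluorescent replication substrate (50 nM final) was added to start the reaction. Fluorescence was read kinetically at 0 and 10 min.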
# GLS inh: glutaminase GLS (human) inhibition. Potency, µM (series often up to 45.5 µM), inactives show top-dose activity change, negative = inhibition, actives largely listed as inhibitors. 410,000 tested, 0.21% active. AID 624170. GLS enzymatic activity, qHTS titration. O94925; also: potency is read from the fitted curve at half-maximal effect; % is scaled to controls: 0 for no effect and ±100 for the full control effect
#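 Human kidney-isoform GLS in 45 mM KH2PO4 pH 8.2, 0.02% Tween-20, with compound, started with 1mM L-Glutamine (added stock). Glutamate oxidase/HRP/Amplex red coupled fluorescence read at start and after 30 min at RT.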
# JMJD2A Tudor inh: JMJD2A Tudor domain (human) inhibition; O75164; AlphaScreen JMJD2A-Tudor / H3K4me3 peptide binding; Potency, µM (series often up to 114 µM), for the others: at the top dose activity change, negative = inhibition, hits mostly inhibitors; 390,000 tested, 4.4% active; also: potency is read from the fitted curve at half-maximal effect; % is scaled to controls: 0 for no effect and ±100 for the full control effect; nearly all actives have a fitted effect of over 50% in size
# Starred values were filed as active, the others as inactive; i = inactive; ? = inconclusive; . = no result given; [ ] = dose if it differs, or a comment. Unless noted, calls follow the shape of the dose curve; as a rule, active = well fitted curve in the direction sought with a large enough effect; inconclusive = small, poorly fitted or top-dose-only effect, or another doubt; inactive = no such curve, though single readings can be large; an effect the other way counts as inactive or inconclusive. The list is partial, so the mix of outcomes need not match the whole.
# Every second line gives: PI4K2A block	Tb PGK inh	JMJD2A Tudor inh	BAZ2B inh	HP1b chromo inh	GLS inh	Pin1 inh	Pol eta inh	G9a inh
COC(=O)CNC(=O)C1(C)C=CCN1C(=O)c1ccccc1 (centres undefined)
    3	i	-19%	2%	39%	-1%	-7%	-10%	?
CCN(CC)CCNC(=O)c1ccc2c(c1)NC(=O)c1ccccc1S2
    -4	-6%	-7%	5%	24%	2%	4%	6%	45µM*
COc1ccc(NS(=O)(=O)c2cc(NS(=O)(=O)c3cccs3)ccc2C)cc1
    -3	-4%	-13%	5%	7%	27%	1%	3%	-34%
Cc1ccc(C(=O)OCC(=O)Nc2ccc3[nH]c(=O)[nH]c3c2)cc1S(=O)(=O)N1CCOCC1
    0	5%	-11%	-18%	5%	2%	-4%	-17%	?
O=C(Nc1nccs1)c1ccc2c(c1)OCO2
    -3	2%	2%	-17%	42%[activator]	4%	3%	-19%	22%
Cc1ccc(N2C(=O)[C@@H]3[C@H](C2=O)[C@H]2C=C(C(=O)c4ccccc4)C=CN2[C@@H]3C(=O)c2ccc(Cl)cc2)cc1
    0	-5%	-26%	-8%	37%	-13%	10%	-1%	2.2µM*
CC(=O)Nc1c(I)c(C(=O)N[C@H]2C(O)O[C@H](CO)[C@@H](O)[C@@H]2O)c(I)c(N(C)C(C)=O)c1I (some centres undefined)
    -1	-2%	0%	33%[activator]	32%	-11%	-9%	-11%	-33%[59 µM]
CCCC[C@H](CN[C@@H](CNC)[C@H](C)CC)NCCC12CCC(CC1)C2
    0	9%	-26%	-5%	29%	0%	0%	-11%	.
COC(=O)c1c(-c2cccs2)csc1NC(=O)c1ccc(Cl)cc1
    -1	-8%	-29%	-20%	19%	-11%	-1%	-16%	2.2µM*
CC(C)C(=O)Nc1cccc(NC(=O)c2cc3ccccc3o2)c1
    -5	-10%	-1%	-3%	44%	-2%	3%	-2%	-25%
COc1ncnc2c1ncn2CCCNCc1ccco1
    5	-3%	.	.	.	-6%	.	-15%	.
COc1ccc(C(=O)NCCCNC(=O)c2ccc(C)nc2)cc1
    7	-1%	-3%	9%	19%	2%	-2%	-13%	25%[59 µM]
O=C(Nc1c(Cl)cccc1Cl)c1ccc(-c2ccccc2)cc1
    -1	-7%	-6%	-5%	5%	-6%	0%	4%	-2%[59 µM]
CS(=O)(=O)N1CCC(C(=O)N2CCN(C(c3ccccc3)c3ccccc3)CC2)CC1
    3	-6%	-8%	-37%	46%[activator]	-17%	8%	-5%	5%[12.7 µM]
O=C(Nc1ccc2nc(-c3cccs3)[nH]c2c1)c1ccco1
    3	6%	0%	1%	42%[activator]	-8%	6%	?	?
Cn1cc(CN2CCC(C(O)c3cccs3)CC2)c(-c2cccc(Cl)c2)n1 (centres undefined)
    2	3%	-22%	-8%	21%	4%	-3%	-21%	.
COc1ccccc1-c1ccc2nnc(SCC(=O)N3CCCC3)n2n1
    -4	-7%	0%	7%	17%	6%	-14%	-7%	-47%
CCCc1nc(SCc2ccc(Cl)cc2Cl)n[nH]1
    5	-4%	7%	-5%	40%[activator]	.	-3%	-13%	-11%
CC(C)(C)C(=O)NC1CC(=O)N(c2ccc3c(c2)OCCO3)C1 (centres undefined)
    -2	i	-7%	-15%	6%	4%	4%	-15%	8%[59 µM]
CCOc1ccccc1NC(=O)NCc1cccnc1
    -4	i	1%	-4%	48%[activator]	-17%	-1%	-12%	-2%
O=C(CSc1nnnn1-c1ccccc1)Nc1ccccc1
    -2	2%	-9%	-7%	10%	-2%	1%	1%	60%[activator]
CCCCCc1nnc(NC(=O)c2ccc3nc[nH]c3c2)s1
    4	8%	-7%	9%	42%[activator]	0%	7%	-3%	-48%[59 µM]
CCCN1C(=O)c2ccccc2CC1(C)C(=O)NC1CCCCC1 (centres undefined)
    0	.	-2%	4%	35%	-1%	5%	.	3%[59 µM]
CC(C)C[C@@H]1NC(=O)[C@H](CO)NC(=O)c2cc([N+](=O)[O-])cc(I)c2OCC[C@@H](C(N)=O)NC1=O
    0	i	-9%	-32%	28%	0%	-7%	-6%	40µM*
Cc1nn(C)c(C(=O)N/N=C/c2cccnc2)c1Cl
    -5	0%	-12%	-2%	24%	1%	0%	-3%	34%
Cc1onc(-c2ccccc2)c1C(=O)N1CCN(c2ccc([N+](=O)[O-])cc2)CC1
    -2	2%	-34%	.	-6%	6%	?	-3%	.
Cc1cc(=O)[nH]c(SCC(=O)Nc2nnc(CC(C)C)s2)n1
    1	-9%	-9%[57.1 µM]	8%	17%	-5%	8%	-4%	-4%[59 µM]
CCC(Sc1nnc2c(n1)[nH]c1ccccc12)C(=O)Nc1ccccc1OC (centres undefined)
    -6	-6%	-21%	-28%	-1%	-1%	4%	-8%	-12%[59 µM]
COc1ccccc1CNCC(=O)Nc1ccc(C#N)cc1
    2	3%	?	50µM*	-21%	-1%	-5%	-17%	5.6µM*
CN/N=C/c1ccc(C#N)cc1
    0	-6%	-16%	-19%	46%	-4%	2%	5%	-1%
O=C(Nc1ccccc1)OCCCCOC(=O)Nc1ccccc1
    3	6%	-6%	.	15%	3%	4%	-12%	.
CCOC(=O)C1=C(C)NC(C)=C(C(=O)OCC)C1c1ccc(OC)cc1
    1	i	-1%	6%	75%[activator]	-4%	-8%	-23%	21%[59 µM]
COc1ccc(Cn2c(=O)c3oc4ccccc4c3n(Cc3ccc(Cl)cc3)c2=O)cc1
    -9	9%	-1%	-32%	49%[activator]	-10%	-1%	-18%	2%[59 µM]
CN(C)C(CNC(=O)c1ccc(S(=O)(=O)N(C)C)cc1)Cc1ccccc1 (centres undefined)
    1	8%	-1%	.	18%	-4%	-3%	-7%	-6%
O=C(Nc1ccccc1C(=O)NCCN1CCOCC1)c1ccc(Cl)cc1Cl
    0	-13%	-3%	-11%	38%	-13%	-10%	-6%	-30%
Cc1ccc(NC(=O)COC(=O)Cc2ccsc2)c(C)c1
    -21	11%	-9%	0%	43%[activator]	0%	-2%	1%	2%
COC(=O)c1ccc(COC(=O)C23CC4CC(CC(O)(C4)C2)C3)o1
    1	2%	-14%	0%	47%[activator]	2%	1%	-18%	22%
CC(=O)c1ccc(NC(=O)C(C)OC(=O)C2CCN(c3ccc(C(F)(F)F)cn3)CC2)cc1 (centres undefined)
    -3	2%	-14%	4%	34%	11%	-1%	-8%	?
CN1C(=O)c2ccccc2C(O)c2ccccc21 (centres undefined)
    0	-7%	-5%	.	13%	-6%	-6%	-7%	.
CCN(CC)c1c([N+](=O)[O-])c(=O)sc2ccccc12
    3	-9%	-8%	-2%	37%	-5%	0%	-22%	?
CCOCCCNC(=O)CN1CCN(Cc2ccccc2C)C1=O
    3	-3%	-11%	14%	49%[activator]	-7%	-8%	-9%	13%[59 µM]
CC/C(C)=N/Nc1nc2sc3c(c2c(=O)[nH]1)CC(C)(C)OC3
    1	-5%	-23%	-1%	58%[activator]	33%[activator]	?	-5%	?
CC1CN(C(=O)CCC(=O)NC2CCN(Cc3ccccc3)CC2)c2ccccc2O1 (centres undefined)
    5	-1%	-15%	3%	0%	-3%	-1%	-6%	3%
O=C(Cc1c(Sc2ccccc2)c2ccccc2n1Cc1ccccc1)NCCO
    9	-4%	-31%	-6%	15%	-3%	13%	-13%	-11%[59 µM]
Cc1ccc(-n2c(=O)[nH]c3sc4c(c3c2=O)CCCC4)cc1
    0	i	-25%	-15%	36%	-14%	5%	-14%	5%[59 µM]
CC(C)Oc1cccc(C(=O)NC(=S)NCc2cccnc2)c1
    2	i	-21%[57.1 µM]	-10%	9%	12%	27%	-25%	-17%[59 µM]
Cc1cc(C)nc(SCc2nnc(SCC(=O)Nc3ncc(C)s3)n2Cc2ccco2)n1
    1	-1%	-26%	2%	6%	?	4%	-6%	?
C[C@H](CO)N1C[C@H](C)[C@@H](CN(C)C(=O)Nc2ccccc2)Oc2c(cccc2N(C)C)C1=O
    6	-9%	4%	.	53%[activator]	4%	-2%	-11%	.
S=C(NCCc1ccccn1)NC1CC2CCC1C2 (centres undefined)
    -1	-8%	-6%	3%	25%	6%	3%	-1%	0%
CC1CCc2c(sc3nnn(Cc4ccccc4)c(=O)c23)C1 (centres undefined)
    -7	-7%	77%[activator]	80%[activator]	105%[activator]	12%	57%[activator]	-13%	92%[activator][59 µM]
O=C(CSc1ccc2c(c1)OCCO2)Nc1cccnc1Cl
    4	-5%	-14%	-1%	24%	0%	-6%	-3%	1%
O=C1OCCC1Sc1nnc(-c2ccc(Cl)cc2)n1Cc1ccccc1 (centres undefined)
    0	i	-2%	11%	52%[activator]	0%	-2%	-21%	11µM*
O=C(CSc1c2c(nc3cc(Cl)ccc13)CCCC2)N1CCN(c2ccccc2)CC1
    1	-7%	?	-30%	17%	3%	11%	-17%	1%[59 µM]
Cc1cc([N+](=O)[O-])ccc1NC(=O)c1ccco1
    -1	i	-8%	-20%	34%	4%	-8%	-14%	.
O=C(NCc1cccnc1)c1cnc2ccccc2n1
    2	10%	10%	3%	19%	-2%	6%	-6%	3%
Cc1cc(NC(=O)CCS(=O)(=O)c2cc(Br)cc3c2N(C(=O)C2CC2)CC3)ccc1Br
    0	1%	-11%	1%	-10%	-15%	-9%	-3%	-35%[59 µM]
O=C(NC1CC1)c1cc2cc(Br)ccc2s1
    2	-6%	-16%	11%	21%	-3%	-8%	-15%	.
